High-throughput results from PubChem.
LEDGF integ inh: blockers of LEDGF/p75-dependent integrase strand transfer – biochemical, TR-FRET, high throughput, primary screen; inhibition, % at 3.7 µM; 370,000 compounds, 0.64% hits; AID 743269, 2014; TR-FRET IN-LEDGF/p75 DNA integration, Eu/Cy5; HIV-1 integrase (with human LEDGF/p75);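 active = inhibition above the screen-wide mean plus 3 SD, cut at about 13% in these data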;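 note: signal is the Cy5 over europium emission ratio at 671 and 618 nm; 0% = plate median of compound wells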
UHRF1 MBD2 ctr: UHRF1 methylated DNA binding inhibitors, primary screen, counter-screen for MBD2 inhibitor project, biochemical, TR-FRET, human UHRF1, single concentration | E3 ubiquitin-protein ligase UHRF1 (Homo sapiens), Q96T88 | UHRF1 binding to methylated oligo | inhibition, % at 4.4 µM | 370,000 compounds, 0.75% hits; in the data active = inhibition above about 21%;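 note: UHRF1 SRA domain binding a hemimethylated CpG hairpin DNA probe; 0% = median of test compound wells and 100% = reference inhibitor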
PG9 Ab binder: binders of HIV-1 gp120 antibody PG9, primary screen, biochemical, TR-FRET | inhibition, % at 6.7 µM | HIV-1 gp120 / PG9 antibody interaction | TR-FRET gp120-PG9 antibody binding | AID 624416, 2012 | 360,000 compounds, 0.43% hits; in the data active = inhibition above about 8.5%
ABHD4 inh: ABHD4 inhibitors, primary screen, biochemical, fluorescence polarization, mouse | (Lyso)-N-acylphosphatidylethanolamine lipase (Mus musculus), Q8VD66 | purified mABHD4, FP-Rh probe fluorescence polarization | inhibition, % at 8.92 µM | 370,000 compounds, 0.54% hits;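 active = inhibition exceeding the mean over every tested compound plus 3 SD, cut at about 30% in these data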;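 note: 0% = plate median of compound wells and 100% = S159A mutant with DMSO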
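Test system: mouse ABHD4 enzyme, wild type. Reagent: FP-Rh fluorescent activity-based probe, added after compound pre-incubation. Timing: pre-incubation 45 min, probe exposure 60 min, at 25 °C. Technique: FP readout, ex 525 nm / em 598 nm. Benchmarks: high control S159A mutant with DMSO, low control median of compound wells.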
MBD2 inh: inhibitors of MBD2 binding to methylated DNA, primary screen, biochemical, TR-FRET, DNA-binding domain, human; Methyl-CpG-binding domain protein 2 (Homo sapiens), Q9UBB5; MBD2 binding to methylated oligonucleotide; inhibition, % at 4.4 µM; 370,000 compounds, 0.31% hits; AID 686964, 2013; in the data active = inhibition above about 13%
Rev-erbA mod: modulators of Rev-erb alpha DNA binding, primary screen, biochemical, FITC-DNA, fluorescence polarization, uHTS | Nuclear receptor subfamily 1 group D member 1 (Homo sapiens), P20393 | Rev-erbα–FITC-DNA binding, 90 min | activity, % at 10 µM | 370,000 compounds, 0.79% hits | AID 1259318, 2017;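 active = activity above about 14%, limit read from the data; passing the limit was not always enough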;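 note: 0% = DMSO wells with 35 nM protein and 100% = DMSO wells with 750 nM protein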
Target sequence (P20393 whole entry, looked up): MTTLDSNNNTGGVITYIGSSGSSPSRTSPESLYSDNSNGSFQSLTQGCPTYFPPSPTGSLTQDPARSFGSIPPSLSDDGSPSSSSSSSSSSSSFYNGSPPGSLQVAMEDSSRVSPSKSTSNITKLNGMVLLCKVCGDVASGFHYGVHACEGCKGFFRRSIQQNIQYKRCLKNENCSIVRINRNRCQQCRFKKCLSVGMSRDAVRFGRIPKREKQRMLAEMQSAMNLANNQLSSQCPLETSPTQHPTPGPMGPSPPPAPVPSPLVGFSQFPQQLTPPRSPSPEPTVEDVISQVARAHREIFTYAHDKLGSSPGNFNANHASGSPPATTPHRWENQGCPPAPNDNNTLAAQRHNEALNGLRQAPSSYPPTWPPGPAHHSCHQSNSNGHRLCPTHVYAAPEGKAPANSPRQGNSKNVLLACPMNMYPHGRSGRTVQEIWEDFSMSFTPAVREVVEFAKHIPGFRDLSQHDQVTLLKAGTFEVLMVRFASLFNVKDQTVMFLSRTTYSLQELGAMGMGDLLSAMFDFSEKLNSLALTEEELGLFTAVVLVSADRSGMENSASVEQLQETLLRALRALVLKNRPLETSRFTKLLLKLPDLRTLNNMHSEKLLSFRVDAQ
TCR-CD3 inh: inhibitors of human TCR-CD3 interaction, primary screen, biochemical, fluorescence, TAMRA-labeled TCR probe; inhibition, % at 9.4 µM; 360,000 compounds, 0.37% hits; AID 651800, 2012; T-cell receptor (TCR); in the data active = inhibition above about 19%;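 note: recombinant mutant TCR 2C K166C tagged with TAMRA read by polarization; 0% = receptor in buffer alone and 100% = receptor with positive control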
rCAG RNA binder: binders of r(CAG) RNA repeats, primary screen, biochemical, fluorescence | r(CAG) RNA repeat, TO-PRO-1 dye displacement fluorescence | 370,000 compounds, 1.3% hits | inhibition, % at 3 µM | AID 651821, 2012;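 active = inhibition above the plate cutoff, the mean of all test compounds on that plate plus 3 SD, cut at about 35% in these data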;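 note: 0% = DMSO alone and 100% = 100 µM mitoxantrone as full dye displacement; higher means more dye released from RNA so lower well fluorescence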
HTRA1 inh: HTRA1 serine protease inhibitors, primary screen, biochemical, fluorescence polarization, HTS | Q92743 | recombinant HTRA1, FP-rhodamine activity-based probe | inhibition, % at 5.96 µM | 340,000 compounds, 0.5% hits | AID 504803, 2011; in the data active = inhibition above about 36%;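 note: 0% = enzyme with DMSO and 100% = wells lacking enzyme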
PRMT1 inh: PRMT1 methyltransferase inhibitors, primary screen, biochemical, fluorescence polarization. Protein arginine N-methyltransferase 1 (Homo sapiens), Q99873. recombinant PRMT1, activity-based probe fluorescence polarization. inhibition, % at 2.79 µM. 370,000 compounds, 1.3% hits. AID 652257, 2013;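 active = inhibition above about 21% made by adding two undisclosed values, limit read from the data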
Target sequence (Q99873 whole entry, looked up): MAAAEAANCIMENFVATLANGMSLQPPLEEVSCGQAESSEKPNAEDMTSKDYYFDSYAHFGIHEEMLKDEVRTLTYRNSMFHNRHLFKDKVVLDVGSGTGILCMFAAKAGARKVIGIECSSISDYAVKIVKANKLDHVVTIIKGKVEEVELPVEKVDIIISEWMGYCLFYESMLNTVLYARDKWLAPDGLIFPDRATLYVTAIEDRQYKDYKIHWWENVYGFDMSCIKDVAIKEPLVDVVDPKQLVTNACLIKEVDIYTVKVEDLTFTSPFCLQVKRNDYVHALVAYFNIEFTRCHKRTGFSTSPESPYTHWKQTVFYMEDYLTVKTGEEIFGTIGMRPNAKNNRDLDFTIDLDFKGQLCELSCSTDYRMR
* = called active by the depositor; x = not tested or not shown; & = joins results of further samples. These rows are one share of the data; rates above refer to the full screens.

Molecule,LEDGF integ inh,UHRF1 MBD2 ctr,PG9 Ab binder,ABHD4 inh,MBD2 inh,Rev-erbA mod,TCR-CD3 inh,rCAG RNA binder,HTRA1 inh,PRMT1 inh
C#CCOc1ccc(/C=C2/C(=O)NN(c3ccc(F)cc3)C2=O)cc1OC,-7,-2,-3.9,11,-1,-4,-1,16,4,6
CC1(C)CNC(=O)c2sc(NC(=O)c3ccccc3)nc2C1,4,-1,-0.4,6,1,-5,3,0,-1,-7
CC1CCN(CC(=O)N(C)c2c(N)n(Cc3ccccc3)c(=O)[nH]c2=O)CC1,1,-3,-3.7,-5,-5,-3,3,-1,9,-2
COc1ccc(NC(=O)Nc2cnccn2)cc1OC,-2,2,-1.3,-3,-1,-7,0,-3,6,6
Cc1ccc(C2C3=C(CC(C)(C)CC3=O)NC3=C2C(=O)CC(C)(C)C3)o1,2,0,-0.6,-2,2,1,-3,-2,2,1
COc1cc(CN2CCCC(CO)(Cc3ccccc3C)C2)cc2c1OCO2 (stereo unspecified),1,-1,-1.3,0,3,x,-5,-6,-7,-1
CCOc1ccc(NC(=O)Nc2cccs2)cc1,-2,-4,-1.4,9,0,-3,3,4,3,1
O=C(COC(=O)c1ccccn1)Nc1nccs1,0,-1,-1.0,-7,1,-3,2,-2,5,-1
Cc1ccc(N/N=C(\C#N)C(N)=S)cc1C,-3,-3,0.3,5,0,1,-1,6,1,4
CCOC(=O)C1CCN(C(c2cccc(F)c2)c2sc3nc(C)nn3c2O)CC1 (stereo unspecified),2,2,-0.7,2,0,3,-2,1,2,-4
COc1ccc(C2CC(=O)Oc3c(C(CCN4CCOCC4)c4cc(OC)c(OC)c(OC)c4)c(OC)cc(OC)c32)cc1 (stereo unspecified),-1,-1,0.6,7,2,4,8,0,-4,-3
CC1(C(=O)O)CCC(C(=O)N2CCOCC2)C1(C)C (stereo unspecified),-1,-2,1.7,3,-3,3,1,1,-2,0
Cc1c([N+](=O)[O-])cc(C(=O)Oc2cccc(C(=S)N3CCOCC3)c2)cc1[N+](=O)[O-],4,0,-3.6,6,5,-5,7,2,0,0
S=c1[nH]nc(-c2cc(-c3ccco3)[nH]n2)n1-c1ccccc1Cl,14*,17,2.3,17,3,-6,3,25,-4,41*
CCN1CCCc2cc(CN(CCN3CCOCC3)C(=S)Nc3cc(F)cc(F)c3)ccc21,-1,-5,-1.8,5,-10,-5,5,-5,1,0
Cc1ccc(OCC(=O)N(C)CC(=O)Nc2ccc(F)c(F)c2F)cc1,0,-1,0.1,1,-1,6,-12,-3,-1,-2
CCCCSc1ccc(NC(=O)c2cccnc2)cc1,-1,-2,1.6,-6,4,1,0,-3,-7,-2
Cc1nn(C(C)C(=O)NCc2ccccc2F)c(=O)c2nn(-c3ccccc3)c(C)c12 (stereo unspecified),-1,0,-0.8,-5,-6,-3,3,-5,0,-3
COc1ccc(OC)c(-n2c(-c3ccc(C)cc3)n[nH]c2=S)c1,-2,0,0.4,1,0,-7,3,4,8,1
COc1ccc(C(=O)C(=O)N2CCN(S(=O)(=O)c3cccc4c(N(C)C)cccc34)CC2)cc1OC,0,2,2.2,-3,-3,6,-2,8,x,-6
Cc1ccc(-n2nc(CC#N)c(C#N)c2N)cc1,-2,0,0.1,1,0,6,3,4,6,-2
O=C(Cc1ccccc1F)Nc1nnc(-c2cccnc2)s1,0,-2,x,1,-1,4,x,5,x,-1
O=C(CCN1C(=O)COc2ccccc21)N1CCCCC1,-3,13,0.7,1,-1,1,8,0,-3,0
O=C(CN(Cc1ccccc1Cl)C(=O)c1ccc(CN2CCOCC2)o1)NCc1ccccc1,-2,0,2.1,4,-4,-3,-2,-11,1,-6
CCn1nc(C(=O)OCC(=O)c2c[nH]c3ccccc23)c2ccccc2c1=O,1,-3,0.9,-13,4,6,-5,9,-34,-4
Cc1nn(C)c(C)c1Nc1ccc(N2C(=O)C3CC=CCC3C2=O)cc1[N+](=O)[O-] (stereo unspecified),-3,6,0.0,-6,-5,-4,-2,-8,6,2
O=C1NC(=O)C2(CCCc3ccccc32)N1 (stereo unspecified),5,-3,2.5,-6,-5,5,4,1,-1,-7
O=c1cc(CN2CCN(c3ccccc3)CC2)c2ccccc2o1,-2,-1,-1.5,3,1,0,4,1,x,-2
O=C(Cn1ccc([N+](=O)[O-])n1)N1CCCc2ccccc21,-6,0,-1.8,2,2,-2,3,1,4,-3
COc1ccccc1C(CNC(=O)C1CC(=O)N(Cc2ccc(C)cc2)C1)N1CCCC1 (stereo unspecified),3,-1,0.8,2,-4,8,0,-5,3,0
C#CC1(NC(=O)NC(=O)c2c(F)cccc2F)CCCCC1,1,0,-0.7,1,4,5,-3,-5,-2,-2
O=C(NCC1CCCO1)c1cc2n(n1)C(C(F)(F)F)CC(c1ccc(F)cc1)N2 (stereo unspecified),-1,-2,-2.3,-3,3,-1,7,-8,1,2
CC(=O)Nc1ccc(NC(=O)COC(=O)Cc2c[nH]c3ccccc23)cc1,1,-1,-3.7,-2,-4,6,5,1,3,2
Cc1nc(-c2ccccc2)sc1C(=O)/C=C/c1ccccc1,-3,-1,-3.1,-8,0,8,9,6,-41,1
Cc1cccc(NC(=O)CSc2n[nH]c(-c3cccnc3)n2)c1,2,2,-2.6,-6,-4,-2,0,1,-9,-10
CC(C)c1ccc(O)c(NC(=S)NC(=O)c2ccc3c(c2)OCO3)c1,8,-1,-1.4,-16,-5,0,3,5,-27,-2
Cc1cccn2cc(CNC(=O)CC3CCCC3)nc12,0,3,0.6,3,1,2,10,-1,7,-3
Cc1ccccc1-n1ncc2c1CC(C)(C)CC2NC(=O)CSc1ccncc1 (stereo unspecified),0,1,1.3,6,3,-2,-2,-13,3,3
Cc1ccc(-n2c(O)c(/C=N/n3cnnc3)c3ccccc3c2=O)cc1,1&1,-6&-1,0.2&-0.9,-8&9,0&-3,5&2,3&2,24&22,-6&-10,-3&-4
O=C(NC1CCCC1)C1CCN(c2cnccn2)CC1,-8,4,-0.3,5,1,-5,-2,-5,4,7
CC(NC(=O)Cc1ccccc1[N+](=O)[O-])c1ccccc1 (stereo unspecified),-7,5,-2.6,-20,7,-2,-10,-5,x,3
COc1ccc(CCN(Cc2cc3cc(C)ccc3[nH]c2=O)C(C)=O)cc1OC,0,18,0.6,-5,-2,-3,0,-7,2,-5
O=S(=O)(c1ccccc1)N1CCN(c2nnc(-c3ccccc3)c3ccccc23)CC1,-5,3,-1.2,1,-1,5,-1,-3,-8,2
CCOc1cccc(CNCc2cccnc2)c1OCc1ccccc1,0,-4,1.6,-2,-6,2,2,-7,5,-4
CCn1cc(Br)c(C(=O)Nc2ccc(C(=O)OC(C)C)cc2)n1,1,1,0.5,-6,0,5,-3,-3,-50,-1
CNC(=O)C(NC(=O)CNC(=O)c1ccc(Cl)cc1)C(C)(C)C (stereo unspecified),4,-2,-1.9,-5,1,1,6,0,1,1
COc1ccccc1/C=N\NC(=O)c1c(C)nc2ccc(Cl)cn12,1,-3,-2.6,23,-4,5,-5,2,-3,-1
Cc1ccccc1-n1nc(-c2cccnc2)cc1C(=O)N/N=C/c1ccncc1,-5,-2,-1.6,1,8,-1,6,-8,-2,-3
O=C(C1CCCN(Cc2cccc(Cl)c2)C1)N1CCCCC1 (stereo unspecified),-3,2,-0.8,8,1,-6,-5,-8,3,5
CCOC(=O)CNC(=O)c1nn(-c2ccc(OCC)cc2)c(=O)c2ccccc12,2,-1,0.5,6,2,-5,0,-6,2,2
CC(C)[C@H](NC(=O)N1CC(=O)Nc2ccccc21)C(=O)N[C@H](Cc1ccccc1)C(=O)O,-8,0,1.3,3,1,1,-8,3,-3,5
CCN(CC)S(=O)(=O)c1ccc(Cl)c(NC(=O)CSc2cccc[n+]2[O-])c1,1,2,-2.6,-6,-2,2,4,1,-2,-2
CC(Sc1ccsc1[N+](=O)[O-])C(=O)NCc1ccccc1 (stereo unspecified),0,1,0.6,-1,-1,-1,-2,4,x,2
Cc1ccc(NC(=O)CCc2c(C)nc3ncnn3c2C)cc1,-1,-1,-0.8,5,1,-4,-1,0,2,-1
COc1cc2[nH]c(=S)n(CCN3CCOCC3)c(=O)c2cc1OC,-4,2,-1.5,4,0,0,0,0,5,-2
O=C(O)C1CCCCC1C(=O)NC1C2CC3CC(C2)CC1C3 (stereo unspecified),2,1,-1.7,1,-5,-3,2,-3,13,-4
CCCNS(=O)(=O)c1ccc(-n2cnnn2)c(OC)c1,4,4,2.2,4,-2,-4,4,-2,0,0
CCc1cc(=O)oc2c(C)c(OC(C)C(=O)NC3CC(C)(C)NC(C)(C)C3)ccc12 (stereo unspecified),-2,-2,0.1,1,-6,-2,-7,1,3,-2
CC(C)c1ccc(CN2CCC(n3nccc3NC(=O)C3CCCC3)CC2)cc1,-1,-2,-0.5,3,-1,1,-7,-1,-7,-1
NC(=S)N=Nc1c(O)n(C2OC(=O)c3ccccc32)c2ccccc12 (stereo unspecified),1,1,-3.0,6,-4,-6,3,7,-1,-5

Next section:
Molecule,LEDGF integ inh,UHRF1 MBD2 ctr,PG9 Ab binder,ABHD4 inh,MBD2 inh,Rev-erbA mod,TCR-CD3 inh,rCAG RNA binder,HTRA1 inh,PRMT1 inh
CC(C)c1ccc(NS(=O)(=O)c2ccc(N3C(=O)CCC3=O)cc2)cc1,-1,0,1.9,-1,-5,-1,0,-5,-1,2
O=c1c(Cl)c(N2CCOCC2)cnn1-c1ncc(C(F)(F)F)cc1Cl,4,-1,-2.4,-5,1,5,7,1,3,2
O=C(O)/C=C/c1cccc(NS(=O)(=O)c2ccccc2)c1,-2,-1,2.0,-7,3,0,6,1,7,1
CC[C@H](C)[C@@H](COC=O)NC(=O)[C@H]1O[C@@H](n2ccc(N)nc2=O)[C@H](O)[C@@H]1O,1,1,1.4,5,-1,-1,2,1,x,0
CCOC(=O)CCNC(=O)Nc1ccc2nc(C)n(Cc3ccc(Cl)cc3)c(=O)c2c1,-4,-2,-1.7,-7,1,-3,4,-5,-12,-2
CCOC(=O)N1CCN(CC(O)COCC2=CCC3CC2C3(C)C)CC1 (stereo unspecified),4,0,-0.7,4,3,-4,-6,-12,-2,-1
